Screening data as filed in PubChem.
AmpC inh detg = inhibitors of E. coli AmpC beta-lactamase with detergent. P00811. AmpC hydrolysis of nitrocefin, absorbance 480 nm, 0.01% Triton. Potency, µM (series often up to 114 µM), for inactives: top-dose activity change, negative = inhibition, hits mostly inhibitors. hit rate 0.041% among 370,000. AID 485294;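 further: potency means the concentration at half of the fitted maximal effect; 0% = no-compound wells and -100% = no-enzyme wells; nearly all actives have a fitted effect of over 25% in size; some results filed as inactive show a strong effect at the top dose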
Target sequence (P00811 whole entry, looked up): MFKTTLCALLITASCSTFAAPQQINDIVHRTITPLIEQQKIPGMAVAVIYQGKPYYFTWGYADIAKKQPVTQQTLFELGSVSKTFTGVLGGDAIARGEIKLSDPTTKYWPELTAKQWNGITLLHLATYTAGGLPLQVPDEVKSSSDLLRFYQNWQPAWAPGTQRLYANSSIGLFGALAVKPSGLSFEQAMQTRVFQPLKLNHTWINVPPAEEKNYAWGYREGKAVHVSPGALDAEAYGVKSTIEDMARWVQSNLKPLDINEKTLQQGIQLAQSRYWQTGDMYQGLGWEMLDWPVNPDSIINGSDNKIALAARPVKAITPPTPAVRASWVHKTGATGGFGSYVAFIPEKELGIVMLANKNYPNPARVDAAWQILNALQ
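AmpC (5.3 nM in the dispensed reagent) in 20 mM phosphate pH 7.0 with 0.01% (detergent screen) or 0.0001% Triton X-100 was preincubated with compounds for 15 min at room temperature. Nitrocefin was then added from an 800 uM solution, and hydrolysis was followed at 480 nm.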
Sm TGR inh = inhibitors of Schistosoma mansoni thioredoxin glutathione reductase | Potency, µM (titrated, usually from 114 µM), without a hit: top-dose activity change, negative = inhibition, usual class: inhibitors | Q962Y6 | purified TGR, DTNB reduction, TNB absorbance 405 nm | hit rate 3% among 360,000 | AID 485364; further: potency means the concentration at half of the fitted maximal effect; nearly all actives have a fitted effect of over 60% in size
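First, TGR (20 nM dispensed) and NADPH were mixed with compound. Second, a 15 min room-temperature incubation followed. Third, further NADPH and then DTNB were added to start the reaction. Finally, TNB absorbance was monitored kinetically.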
AmpC no deterg = blocks E. coli AmpC beta-lactamase in detergent-free assay. P00811. AmpC nitrocefin hydrolysis, absorbance 480 nm, 0.0001% Triton. Potency, µM (doses to about 57.1 µM), inactives show at the highest dose activity change, negative = inhibition, most hits filed as inhibitors. hit rate 0.52% among 330,000. AID 485341;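 further: potency means the concentration at half of the fitted maximal effect; plate controls were no compound for no effect and no enzyme for full effect; nearly all actives have a fitted effect of over 20% in size; some results filed as inactive show a strong effect at the top dose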
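AmpC (5.3 nM in the dispensed reagent) in 20 mM phosphate pH 7.0 with 0.01% (detergent screen) or 0.0001% Triton X-100 was preincubated with compounds for 15 min at room temperature. Nitrocefin was then added from an 800 uM solution, and hydrolysis was followed at 480 nm.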
AMA1 RON2 block = AMA1-RON2 (P. falciparum) interaction inhibition; Potency, µM (highest dose often 58.2 µM), for inactives: top-dose activity change, negative = inhibition, usual class: inhibitors; AlphaScreen AMA1-biotinylated RON2 peptide binding; hit rate 0.2% among 360,000; AID 720542;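 further: potency means the concentration at half of the fitted maximal effect; 0% = vehicle wells and -100% = peptide control; nearly all actives have a fitted effect of over 45% in size; some results filed as inactive show a strong effect at the top dose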
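AMA1 (3D7) with his tag at 25 nM final met compounds first, then biotinylated RON2 peptide at 25 nM; detection used donor plus acceptor beads, 10 µg/mL apiece, read by AlphaScreen after 30 min at room temperature.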
LmPK inhibitor = inhibitors of Leishmania mexicana pyruvate kinase; purified LmPK, Kinase-Glo ATP luminescence, 1 h; Potency, µM (doses to about 57.5 µM), for inactives: at the top dose activity change, negative = inhibition, most hits filed as inhibitors; hit rate 0.37% among 290,000; further: potency means the concentration at half of the fitted maximal effect
Target sequence (Q27686 whole entry, looked up): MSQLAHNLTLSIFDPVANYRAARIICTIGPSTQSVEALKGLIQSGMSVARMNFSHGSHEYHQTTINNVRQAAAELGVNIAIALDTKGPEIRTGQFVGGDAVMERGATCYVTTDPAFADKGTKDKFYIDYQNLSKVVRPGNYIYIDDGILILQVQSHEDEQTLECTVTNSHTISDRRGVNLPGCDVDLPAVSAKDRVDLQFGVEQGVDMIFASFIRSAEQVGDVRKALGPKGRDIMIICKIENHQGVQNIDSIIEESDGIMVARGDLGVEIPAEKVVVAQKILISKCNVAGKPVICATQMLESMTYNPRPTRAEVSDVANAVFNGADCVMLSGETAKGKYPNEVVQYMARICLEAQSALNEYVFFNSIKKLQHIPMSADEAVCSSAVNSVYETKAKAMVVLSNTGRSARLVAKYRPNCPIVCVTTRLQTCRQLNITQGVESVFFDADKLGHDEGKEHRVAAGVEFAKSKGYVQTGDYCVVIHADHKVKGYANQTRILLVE
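Purified LmPK (0.1 nM) with 0.5 mM PEP and 0.1 mM ADP in imidazole buffer pH 7.2 with MgCl2/KCl, 1 h at room temperature. ATP formed was read by luciferase luminescence and normalized to no-enzyme and uninhibited controls.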
HCMV inh = blocks human cytomegalovirus replication; activity change, negative = inhibition, % at 57.5 µM; hit rate 4.5% among 410,000; HFF cells, HCMV-luciferase reporter, 72 h; active compounds read low; in the data active means activity change below about -60%; inconclusive means no clear call, values can overlap the other calls; inactive means above about -39%
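Screen run at 2 compound doses on HFFs infected with reporter HCMV, MOI 1 PFU/cell. Luciferase activity from cell lysates at 72 h post infection gave inhibition relative to buffer-only and Salinomycin wells.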
TbPYK inhibitor = inhibitors of Trypanosoma brucei pyruvate kinase; Q57TT1; TbPYK enzyme, Kinase-Glo Plus ATP luminescence, 45 min; Potency, µM (titrated, usually from 76.8 µM), for the others: at the highest dose activity, negative = inhibition, hits mostly inhibitors; hit rate 0.12% among 410,000; further: potency means the concentration at half of the fitted maximal effect; nearly all actives have a fitted effect of over 50% in size
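TbPYK + substrate in 50 mM TEA pH 7.2, 100 mM KCl, 10 mM MgCl2, 0.05% BSA, 0.01% Tween-20; cpd pinned; ADP 130 uM final; 45 min RT; Kinase-Glo Plus 10 min; luminescence endpoint.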
Active calls of the source: *; ? = inconclusive; · = not tested or not shown; [ ] = dose if it differs, or a comment. Unless noted, the call rests on the fitted dose curve; in most records, active means well fitted curve in the direction sought with a large enough effect; inconclusive means small, poorly fitted or top-dose-only effect, or another doubt; inactive means no such curve, though single readings can be large; an effect the other way counts as inactive or inconclusive. Unless noted, on the % scale 0 is the no-effect control and ±100 the full control effect.

molecule,AmpC inh detg,Sm TGR inh,AmpC no deterg,AMA1 RON2 block,LmPK inhibitor,HCMV inh,TbPYK inhibitor
COc1cccc(Oc2cc(Cl)nc(N)n2)c1,3%,-1%,-8%,-4%,-3%,40,3%
Nc1c(C(=O)NC2CCCCC2)c2nc3ccccc3nc2n1/N=C/c1ccco1,-2%,-28%,-17%,·,1%,·,·
CC1(C)CC(=O)C2(CC3=C(CC(C)(C)CC3=O)O2)C(=O)C1,?,?,-3%,1%,1%,-38,-9%
COc1ccc(/C=C/C(=O)OCC(=O)N2CC(=O)Nc3ccccc32)cc1,-14%,-1%,-45%,16%,1%,-34,0%
O=C(OCc1nnc(-c2ccc(Cl)cc2)o1)c1ccc(O)cc1,-7%,-6%,-28%,10%,4%,?,0%
COc1ccc(Cl)cc1NC(=O)NCC1CCN(Cc2cc(C)ccc2C)CC1,0%,8%,87%[activator],-2%,-2%,-16,-7%
Cc1ccc(N(C(=O)c2ccn[nH]2)C(C(=O)NC2CCCC2)c2cccs2)cc1 (centres undefined),-2%,9%,-11%,·,2%,?,·
CC(C)N(C(=O)Cn1cnc2cc([N+](=O)[O-])ccc2c1=O)C(C)C,0%,0%,-14%,·,-1%,·,·
COc1ccc(-c2ccc(S(=O)(=O)N3CCOCC3)cc2)cc1,-4%,-21%,-25%,-3%,3%,10,1%
CCN(CC(=O)Nc1c(F)cccc1F)C(=O)C1=COCCO1,-1%,2%,-8%,13%,·,11,-13%
Nc1ccccc1C#Cc1cnccn1,·,·,·,0%,·,26,0%
N#Cc1c(N)n(-c2ccccc2N)c2nc3ccccc3nc12,-6%,45µM*,2%,2%,5%,?,-2%
Cc1ccccc1C(=O)N1CCC(C(=O)N2CCN(c3ncccn3)CC2)CC1,7%,0%,-2%,-5%,·,26,0%
CN(C(=O)CSc1nnc(-c2ccc([N+](=O)[O-])cc2)o1)c1ccccc1,27%,-4%,·,·,·,1,-2%
CN(C(=O)COC(=O)C1CCN(S(=O)(=O)c2c(Cl)cccc2Cl)CC1)c1ccccc1,?,-2%,33%,-17%,·,-17,-4%
C=CCOC(=O)C1=C(C)NC(=S)NC1c1cccs1 (centres undefined),-13%,-21%,-19%,0%,4%,0,-2%
CCN(CC(=O)Nc1c(F)cccc1F)C(=O)c1ccc(OC)c(S(=O)(=O)NC2CCCC2)c1,·,·,·,0%,·,-72*,-6%
O=c1c2ccccc2nc2n1C(CSc1ccc(F)cc1)CN2 (centres undefined),-2%,-33%,-19%,-5%,0%,15,3%
Nn1c(SCc2ccc(Br)cc2)nnc1-c1cccnc1,-6%,-17%,-4%,0%,0%,-31,1%
ON=C1c2ccccc2-c2ccc(Br)cc21,·,·,·,-16%,·,-63*,3%
O=C1CN(C(=O)Cn2ncc(Cl)c(Cl)c2=O)c2ccccc2N1,6%,25µM*,-13%,-3%,-4%,-95*,-7%
Cc1cc(NC(=O)c2ccc3c(c2)C(=O)N(C)C3=O)no1,-8%,-2%,17%,-6%,2%,28,2%
CN1CCc2c(n(CC(O)CNCc3ccccc3)c3ccccc23)C1=O (centres undefined),5%,0%,-3%,-5%,2%,-22,-5%
CC(C)CNc1nc(N)c([N+](=O)[O-])c(NCc2ccccc2)n1,2%,-19%,-43%,-1%,1%,-33,2%

Among those listed so far, 2 contain bromine:
molecule,AmpC inh detg,Sm TGR inh,AmpC no deterg,AMA1 RON2 block,LmPK inhibitor,HCMV inh,TbPYK inhibitor
Nn1c(SCc2ccc(Br)cc2)nnc1-c1cccnc1,-6%,-17%,-4%,0%,0%,-31,1%
ON=C1c2ccccc2-c2ccc(Br)cc21,·,·,·,-16%,·,-63*,3%

(further entries)
molecule,AmpC inh detg,Sm TGR inh,AmpC no deterg,AMA1 RON2 block,LmPK inhibitor,HCMV inh,TbPYK inhibitor
O=C(NCc1ccccc1F)C1CCC(=O)N(Cc2ccc(Cl)cc2)C1 (centres undefined),-2%,3%,41%,-7%,10%,-11,0%
Cc1[nH]nc(SCC(=O)NCCc2ccccc2)c1[N+](=O)[O-],6%,6%,-15%,-1%,1%,35,-2%
NC(=O)c1ccccc1NC(=O)CSC1=NCCS1,0%,-3%,-26%,54%[activator],2%,?,7%
O=C(NCc1ccco1)C(c1ccccc1)N(C(=O)Cc1cccs1)c1ccccc1F (centres undefined),?,6%,-40%,-14%,8%,-33,2%
CCN(CC)C(=O)C1CCCN(Cc2cccc(Oc3ccccc3)c2)C1 (centres undefined),2%,4%,46%,-23%,-5%,-5,20%
COc1ccc2c(c1OC)C(=O)N1C2SC[C@H]1C(=O)NCCC(C)C (some centres undefined),0%,-17%,5%,-11%,1%,?,6%
C/C(=N\Nc1nc2ccccc2s1)c1ccc2c(c1)OCO2,?,-6%,-29%,-4%,4%,117,-3%
CCCCn1c(N)c(N(CCOC)C(=O)COC(=O)COc2cc(C)c(Cl)cc2C(C)C)c(=O)[nH]c1=O,?,-5%,209%[activator],42%,·,-14,3%
O=C(CN1CC=C(c2ccccc2)CC1)Nc1cc(Cl)ccc1Cl,-6%,-13%,-35%,-2%,1%,-35,-2%
CC(=O)c1ccc(NC(=O)CCc2nnc3ccc(N4CCCC4)nn23)cc1,-11%,-4%,-18%,4%,-8%,-6,3%
COc1cccc(OCC(O)CO)c1 (centres undefined),1%,5%,-23%,-7%,2%,0,2%
O=C(Nc1ccccc1C(=O)N1CCCCCC1)c1ccccc1,7%,16%,-3%,7%,6%,-64*,-4%
CCOc1cc(N2CCOCC2)c(OCC)cc1NCC(=O)N1CCN(Cc2ccccc2)CC1,-8%,0%,124%[activator],?,-11%,0,4%
CC(C)(C)n1nc2c(c1NC(=O)c1ccc([N+](=O)[O-])cc1)CS(=O)(=O)C2,-1%,28%,-6%,17%,-10%,-2,0%
CN(CC(=O)NC1CCCCC1)S(=O)(=O)c1ccc(Br)s1,15%,-1%,·,4%,1%,-6,2%
Cc1cc(C)n(-c2cc(N3CCN(C(=O)c4ccccc4C)CC3)ccc2[N+](=O)[O-])n1,·,·,·,-1%,·,-29,1%
Cc1ccnc(NC(=O)CCC(=O)N(CC(=O)NC2CCCCC2)CC2CCCO2)c1 (centres undefined),-14%,0%,29%,6%,-2%,-7,-8%
CSc1ccccc1NC(=O)Cc1ccccc1[N+](=O)[O-],5%,8%,-16%,11%,10%,-6,1%
O=C(CN(c1ccccc1)S(=O)(=O)c1ccc(F)cc1)NCc1cccs1,-16%,7%,-15%,-1%,·,-20,0%
CCc1nc2ccc(C(=O)Nc3ccc4c(c3)OCC(=O)N4)cn2c1N(CC)CCOC,·,·,·,7%,·,64,5%
Cc1ccccc1C(=O)Nc1cccc(NC(=O)Cn2cnc3c(=O)n(C)c(=O)n(C)c32)c1,4%,0%,-31%,6%,0%,-64*,-5%
O=[N+]([O-])c1ccc(Cl)c(S(=O)(=O)/N=C(/Nc2cccnc2)c2ccccc2)c1,·,·,-54%,2%,·,-2,0%
CCOC(=O)c1c(C)sc(-c2c(-c3ccc4c(c3)OCCO4)[nH]c3c2c(=O)[nH]c(=O)n3C)c1O,14%,-3%,·,·,·,62,-5%
Cc1cc(OCC(=O)Nc2cnn(CCCC(=O)O)c2)ccc1[N+](=O)[O-],-8%,3%,-17%,0%,-2%,-22,-1%
O=C(CCc1nc2ccccc2c(=O)[nH]1)OCC(=O)N1CCN(S(=O)(=O)c2ccccc2)CC1,-14%,9%,29%,11%,0%,-30,6%
COc1ccc(CN(C(=O)Nc2ccccc2)c2ccccn2)cc1OC,15%,2%,·,·,·,31,-5%
COc1cc(/C=C2/SC(=O)N(Cc3ccccc3)C2=O)ccc1OCc1ccncc1,-1%,-20%,-6%,0%,-1%,29,-13%
CCN1C(=O)c2ccccc2S(=O)(=O)c2ccc(C(=O)NCc3ccc(OC)cc3)cc21,-5%,-6%,·,·,·,22,-7%
Cn1c(=O)c2cc3ccc(Cl)cc3nc2n(C)c1=O,-10%,24%,-18%,5%,6%,5,4%
Cn1cnc2c1c(=O)n(Cc1cccc(F)c1)c(=O)n2C,-4%,3%,-6%,14%,0%,20,-5%
CCOC(=O)N1CCc2c(sc(NCc3cccc(F)c3)c2C(=O)Nc2ccc(OC)cc2OC)C1,-2%,-15%,·,·,·,-87*,?
Nc1ncnc2[nH]c(=S)[nH]c12,·,·,·,27%,·,85,-4%
COc1cc(/C=C/C(=O)O)cc(S(=O)(=O)Nc2ccc3[nH]c(=O)[nH]c3c2)c1OC,?,-19%,50%,-2%,-7%,-31,-4%
Fc1ccccc1Cc1cn2cc(-c3ccc(Cl)cc3)nc2s1,21%,6%,·,·,·,59,0%
COc1ccc2cnn(-c3ccc(OC(F)(F)F)cc3)c(=O)c2c1OC,8%,10%,-13%,-12%,9%,-7,-3%
C[C@H](O)[C@@H]1C(=O)N2CCc3c([nH]c4ccccc34)[C@@H]2C[C@@H]1N(C)Cc1ccc(Cl)cc1,·,·,·,-4%,·,6,1%
CCOC(=O)C1CCN(CC(=O)Nc2ccc(S(=O)(=O)N3CCC(C)CC3)cc2)CC1,1%,-17%,86%[activator],-2%,-6%,6,-8%
CCc1ccc(CNC(=O)CCCn2c(=O)c3cccn3c3cccnc32)cc1,-2%,7%,11%,3%,6%,12,-4%
CC1OC(COCc2ccccc2)Cc2[nH][nH]c(=O)c21 (centres undefined),·,·,·,38%[activator],·,88,0%
c1ccc2[nH]c(CN3CCCCCC3)nc2c1,-1%,?,-6%,10%,-4%,-4,-2%
